GCN5L2 inh – qHTS Assay for Inhibitors of GCN5L2; Histone acetyltransferase KAT2A (Homo sapiens), Q92830; 390,000 compounds, 0.21% hits; GCN5L2 HAT assay, ThioGlo1 CoA-SH fluorescence; Potency, µM (highest dose often 58.9 µM), for the others: top-dose activity change, negative = inhibition, usual class: inhibitors
Target sequence (Q92830 whole entry, looked up): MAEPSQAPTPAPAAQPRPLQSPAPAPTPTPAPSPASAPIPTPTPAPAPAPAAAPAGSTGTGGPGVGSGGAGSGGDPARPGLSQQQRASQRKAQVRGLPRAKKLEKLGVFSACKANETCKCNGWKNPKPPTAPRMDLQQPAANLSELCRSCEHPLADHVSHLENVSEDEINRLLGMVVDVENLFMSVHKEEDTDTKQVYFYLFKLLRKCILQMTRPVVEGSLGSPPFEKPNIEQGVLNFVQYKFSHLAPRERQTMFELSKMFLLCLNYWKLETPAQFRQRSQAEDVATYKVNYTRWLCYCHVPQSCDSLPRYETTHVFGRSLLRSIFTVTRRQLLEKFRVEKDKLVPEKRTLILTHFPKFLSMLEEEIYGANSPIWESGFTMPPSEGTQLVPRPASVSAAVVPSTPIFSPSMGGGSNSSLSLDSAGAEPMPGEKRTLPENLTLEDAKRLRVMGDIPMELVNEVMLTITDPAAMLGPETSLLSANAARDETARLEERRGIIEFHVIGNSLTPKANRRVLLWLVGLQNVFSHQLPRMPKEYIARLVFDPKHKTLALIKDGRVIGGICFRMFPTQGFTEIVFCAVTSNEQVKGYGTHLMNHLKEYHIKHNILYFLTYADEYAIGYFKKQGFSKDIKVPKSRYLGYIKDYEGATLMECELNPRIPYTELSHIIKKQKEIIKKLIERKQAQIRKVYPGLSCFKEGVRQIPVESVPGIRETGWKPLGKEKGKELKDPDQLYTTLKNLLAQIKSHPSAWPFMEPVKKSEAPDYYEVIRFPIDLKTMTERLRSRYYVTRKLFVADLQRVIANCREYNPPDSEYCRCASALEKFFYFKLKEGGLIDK
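GCN5L2 (20 nM) in 50mM HEPES pH 7.5, 0.1mM EDTA, 0.01% Tween-20 preincubated 15 min with compounds at room temperature. Reaction started with H3(1-25) 75uM, acetyl-CoA 70uM, ThioGlo1 50uM; CoA-thiol fluorescence (Ex340/Em540) read at 0 and 20 min.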
DT40 TDP1 CPT – qHTS for Inhibitors of human tyrosyl-DNA phosphodiesterase 1 (TDP1): qHTS in cells in presence of CPT | chicken DT40 Tdp1-/-;hTDP1 cells + 20 nM CPT, ATP luminescence, 48 h | Potency, µM (highest dose often 46.2 µM), without a hit: at the top dose activity change, negative = growth inhibition, actives largely listed as inhibitors | 420,000 compounds, 12% hits; note: nearly all actives have a fitted effect of over 55% in size
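Cell growth measured by CellTiter-Glo luminescence after a minimum 48 h, 37 C compound exposure with 20 nM CPT in Tdp1-knockout DT40 cells stably expressing hTDP1, seeded 400/well; qHTS titration format.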
DT40 TDP1 no CPT – qHTS for Inhibitors of human tyrosyl-DNA phosphodiesterase 1 (TDP1): qHTS in cells in absence of CPT; 420,000 compounds, 15% hits; Potency, µM (series often up to 46.2 µM), for the others: top-dose activity change, negative = growth inhibition, hits mostly inhibitors; DT40 Tdp1-/- hTDP1 cells, no CPT, ATP luminescence, 48 h; note: nearly all actives have a fitted effect of over 55% in size
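Growth kinetics read by CellTiter-Glo luminescence after ≥48 hr at 37 °C. Cells: DT40 Tdp1-/- stably carrying human TDP1, 400 per well, compound exposure in the absence of CPT (DMSO vehicle).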
* = called active by the depositor; u = inconclusive; x = no result given; & = joins results of further samples; ! = not confirmed by another sample; [ ] = another dose, or the depositor's remark. Calls come from the whole dose curve; as a rule, active = well fitted curve in the direction sought with a large enough effect; inconclusive = small, poorly fitted or top-dose-only effect, or another doubt; inactive = no such curve, though single readings can be large; an effect the other way counts as inactive or inconclusive. % is set by controls: 0 for no effect and ±100 for the full control effect; potency is the fitted concentration of half-maximal effect. An excerpt; count on the stated rates, not on these rows.

SMILES | GCN5L2 inh | DT40 TDP1 CPT | DT40 TDP1 no CPT
CC(C)(C)NC(=O)CSc1nc2ccc(NC(=O)CSc3nnc(N)s3)cc2s1 | -7% | 21µM* | 9.2µM*
CC(C)CCNC(=O)c1cnc2sc(N3CCCCCC3)nn2c1=O | -5% | 16µM* | 21µM*
NC(=O)C1CCN(C(=O)c2ccc(NC3=NC4CS(=O)(=O)CC4S3)cc2)CC1 (centres undefined) | 3% | -1% | 2%
O=C(NCc1ccccc1Cl)C1CCC(CNc2nc(=S)[nH]c3ccccc23)CC1 (centres undefined) | -6% | u | 26µM*
O=C1CCCN1CCCNCC(=O)N1c2ccccc2Sc2ccccc21 | 3% | -14% | -14%
NC(=O)c1oc2ccccc2c1NC(=O)Cc1ccccc1 | -20% | 6% | -18%
O=c1c2c3c(sc2ncn1/N=C/c1ccc(Br)o1)CCCC3 | -2% | -4% | -15%
Cc1cn2c(=O)cc(COC(=O)c3cccc(NC(=O)COc4ccccc4Cl)c3)nc2s1 | 14% | u | u
O=C(c1cccs1)N1CCN=C1SCc1ccc(Cl)cc1 | -3% | 1% | u
CC(=O)c1c(C)oc2ccc(N(C(=O)Oc3ccccc3)S(=O)(=O)c3ccc(C(C)(C)C)cc3)cc12 | -15% | 5.2µM* | 9.2µM*
CN(C(=O)COC(=O)/C=C/c1ccccc1[N+](=O)[O-])c1ccccc1 | 1% | -16% | -20%
CCn1[nH]c(=O)c(=Nc2c(C)n(C)n(-c3ccccc3)c2=O)cc1-c1ccc(Cl)cc1 | -6% | -9% | u
COc1ccc(CC(=O)NNC(=O)COc2ccc3ccccc3c2)cc1 | -12% | 1% | -5%
CN(Cc1ccccc1)S(=O)(=O)c1cn(C)cn1 | -1% | 7% | -2%
CC(=O)Nc1cc(C(=O)NCc2ccccc2)ccc1Sc1ccc(C)cc1 | 2% | u | u
Clc1ccc(Nc2ccc(NCc3ccccc3)nn2)cc1 | -4% | -11% | u
Cc1ccc(C(=O)OCC(=O)N2CCOCC2)cc1 | -5% | 1% | 0%
CCn1c(SCc2nc3scc(-c4ccccc4)c3c(=O)[nH]2)nnc1-c1cccs1 | -11% | 21µM* | 21µM*
CCCOc1ccc(/C(O)=C2/C(=O)C(=O)N(CCCn3ccnc3)C2c2cccs2)cc1 (centres undefined) | -9% | 13% | 0%
Cc1ccc(-c2cc(NC(=O)C(C)Oc3ccc(C)c(C)c3)on2)cc1 (centres undefined) | -14% | u | u

Structures from the list above with a halogen (six):
SMILES | GCN5L2 inh | DT40 TDP1 CPT | DT40 TDP1 no CPT
O=C(NCc1ccccc1Cl)C1CCC(CNc2nc(=S)[nH]c3ccccc23)CC1 (centres undefined) | -6% | u | 26µM*
O=c1c2c3c(sc2ncn1/N=C/c1ccc(Br)o1)CCCC3 | -2% | -4% | -15%
Cc1cn2c(=O)cc(COC(=O)c3cccc(NC(=O)COc4ccccc4Cl)c3)nc2s1 | 14% | u | u
O=C(c1cccs1)N1CCN=C1SCc1ccc(Cl)cc1 | -3% | 1% | u
CCn1[nH]c(=O)c(=Nc2c(C)n(C)n(-c3ccccc3)c2=O)cc1-c1ccc(Cl)cc1 | -6% | -9% | u
Clc1ccc(Nc2ccc(NCc3ccccc3)nn2)cc1 | -4% | -11% | u

Next results follow:
SMILES | GCN5L2 inh | DT40 TDP1 CPT | DT40 TDP1 no CPT
Cc1ccc(NC(=O)COC(=O)Cc2csc(-c3cccc(F)c3)n2)cc1C | 4% | -12% | 3%
O=C(NCc1ccncc1)c1ccc(NS(=O)(=O)c2cccc([N+](=O)[O-])c2)cc1 | -1% | -13% | -6%
CCN(C(=O)C1CCCN(c2nc(-c3ccc(OC)cc3)no2)C1)c1ccccc1F (centres undefined) | -6% | u | u
COc1ccc2c(C)cc(=O)oc2c1 | 2% | 3%&11% | -8%&7%
COc1ccc(CNC(=O)COC(=O)/C=C/c2cccc(Cl)c2)cc1 | 2% | -3% | -4%
Cn1c(SCC(=O)N2CCCCC2)nc2c([nH]c3ccccc32)c1=O | -8% | u | u
Cc1cccc(N/N=C/c2ccncc2)c1 | -8% | -21% | u
CC(C)(C)N1C(=O)c2ccc(C(=O)Nc3cc(C(=O)O)cc(C(=O)O)c3)cc2C1=O | -6% | -6% | -2%
CC(C)NC(=O)[C@H]1N2C(=O)c3ccccc3C2SC1(C)C (some centres undefined) | -6% | 10% | -2%
C[C@@H]1O[C@H](C2CCCCC2)Cc2[nH][nH]c(=O)c21 | x | -28% | -18%
CCOc1ccc(-c2nc(-c3ccccc3)no2)cc1OCC | -10% | u | u
NC(=O)Nc1cccc2ccccc12 | -1% | 11% | 2%
O=[N+]([O-])c1ccc(S(=O)(=O)N2CCN(c3nc(-c4cccs4)nc4ccccc34)CC2)cc1 | x | -1% | -9%
Cc1cc(C)n2cc(CSc3nc4cc(Cl)ccc4o3)nc2n1 | 1% | -21% | -22%
O=S(=O)(/N=C(/Nc1cccnc1)c1ccccc1)c1ccc(F)cc1F | -2% | -11% | -40%
CCNC(=O)c1ccc(NC(=O)CC2SC(N3CCCC3)=NC2=O)cc1 (centres undefined) | 3% | -4% | -2%
Cc1ccc(S(=O)(=O)NCC(=O)OC2CCOC2=O)cc1 (centres undefined) | 0% | -3% | -8%
CCOC(=O)c1cccc(NC(=O)c2c(N)n(C)c(=O)[nH]c2=O)c1 | x | -1% | 0%
CC(C)(C)/C(O)=C(/C#N)c1nc2ccccc2[nH]1 | -5%[0.501 µM] | u | u
Cc1ccc(S(=O)(=O)N2CCN(C(=O)CC(C)C)CC2)cc1 | -2% | -15% | -23%
COc1cc(C(=S)N2CCOCC2)ccc1OS(=O)(=O)c1ccc(C)cc1 | -10% | u | u
Cc1ccccc1S(=O)(=O)Cc1ccc(C(=O)NCCCN2CCC(C)CC2)o1 | 1% | -9% | 25%
O=C(NCCCNC(=O)c1c(Cl)cccc1Cl)c1c(Cl)cccc1Cl | x | 7% | -17%
Brc1ccc(-c2csc3ncnc(-n4nnc5ccccc54)c23)cc1 | -13% | u | u
COc1ccc(-n2nc(C(=O)NCC(=O)NCC3COc4ccccc4O3)c3ccccc3c2=O)c(OC)c1 (centres undefined) | -9% | u | -13%
CC(C)N(Cc1ccccc1)C(=O)COC(=O)c1ccc2c(c1)OCCO2 | -4% | -3% | u
COc1cc(C(=O)N(Cc2ccccc2)c2cccc(C)c2)ccc1OC(F)F | -6% | u | u
O=C(COc1ccc(C(=O)NCCN2CCOCC2)cc1)Nc1cccc(C(F)(F)F)c1 | -7% | -7% | u
O=C(NC(=S)NC1CCC(O)CC1)c1ccco1 (centres undefined) | 1% | 7% | 8%
COCCCC/C(=N\OCCN)c1ccc(C(F)(F)F)cc1 | -5%&-3%&-5%&3%&0% | 13µM*! | 21µM*
CC1CN(c2oc(COc3ccc(Cl)cc3Cl)nc2C#N)CC(C)O1 (centres undefined) | -3% | u | u
CCOC(=O)C(Cc1ccc(NC(=O)/C(=C\c2ccccc2)NC(=O)c2ccccc2)cc1)N1C(=O)c2ccccc2C1=O (centres undefined) | -1% | 10µM* | 8.2µM*
COC(=O)c1nn(Cc2ccccc2)c(=O)c2ccccc12 | -2% | u | -22%
CC(C)CNC(=O)NC(=O)COC(=O)c1cc(F)cc(F)c1 | -3% | -15% | -1%
CCCC(c1nnnn1CCOC)N1CCN(c2nc3ccccc3s2)CC1 (centres undefined) | -4% | u | u
COc1cc(-c2nc3ccccc3nc2-c2ccc(O)c(OC)c2)ccc1O | -12% | u | u
COc1ccccc1/C=C/c1cncc(/C=C/c2ccccc2OC)c1 | x | u | 13µM*
Cc1ccc(C(=O)CSc2ncnc3sc4c(c23)CCC(C)C4)cc1 (centres undefined) | 3% | 0% | u
Nc1ccccc1SCC(=O)Nc1ccc2c(c1)OCO2 | -11% | -5% | 20%
Cc1ccccc1C(=O)NCC(c1cccnc1)N1CCc2ccccc21 (centres undefined) | -7% | u | 18µM*
O=C(CN1CCN(Cc2ccc(Cl)cc2)C1=O)NCCCN1CCN(c2ccc(F)cc2)CC1 | 0% | 8.9µM* | 10µM*
Cc1nnc(NCc2ccco2)s1 | -9% | -6% | 2%
CCOCCc1nnc(NC(=O)C(C)Oc2ccccc2)s1 (centres undefined) | -3% | -3% | 2%
Cc1ccc(-c2onc(C)c2C)cc1S(=O)(=O)NC1CCCCC1 | -12% | u | 26µM*
Cc1cc2c(cc1NC(=O)c1ccccc1Cl)n(C)c(=O)c(=O)n2C | -22% | -20% | -14%
Cc1ccc(-n2c(=O)[nH]cc(C(=O)Nc3ccc4c(c3)OCCO4)c2=O)cc1C | -3% | -28% | -3%
O=C(COC(=O)c1ccc(C(F)(F)F)cc1)NC(=O)NC1CCCC1 | 3% | -19% | -9%
O=C(c1cccnc1)N1CCN(Cc2ccc3ccccc3c2)CC1 | 0% | u | u
O=C(Nc1cc(Cl)ccc1Cl)C1CCCO1 (centres undefined) | 2% | -5% | -16%
CCN1C[C@@H]2[C@@H]3C(=O)N(Cc4ccccc4)C(=O)[C@@H]3[C@](Cc3ccccc3)(C1=O)N2C(=O)c1ccc(C)cc1 | x | -4% | -21%
Fc1ccc(N/N=C2/CC(c3ccccc3)Oc3ccccc32)c(F)c1 (centres undefined) | -5% | 4% | 3%
CSc1ccc(CNC(=O)c2ccccc2NC(=O)c2nsc3ccccc23)cc1 | -5% | u | u
Cc1cccc(NC(=O)NNS(=O)(=O)c2ccc(F)cc2)c1 | -2% | -9% | -27%
CCc1ccc(NC(=O)Cn2c(=O)n(-c3cc(OC)c(OC)c(OC)c3)c(=O)c3ccccc32)cc1 | 9% | 4% | 9%
O=C(CN(C(=O)CCC(=O)Nc1nccs1)c1ccccc1F)NCC1CCCO1 (centres undefined) | 0% | -3% | -5%
CC1COC(=O)C(NNc2ccc(Cl)c(Cl)c2)=N1 (centres undefined) | 2% | 3% | 1%
CC1CCN(c2ccc(C(=O)NCc3cccs3)cn2)CC1 | -3% | u | -30%
CC(C)c1cccc(C(C)C)c1NC(=O)COC(=O)[C@H](C)NC(N)=O | -3% | 2% | 9%
Cc1ccc(P(=Nc2ccccc2)(N2CCOCC2)N2CCOCC2)o1 | 4% | -24% | -10%
O=C(Nc1ccnn1C1CCN(Cc2ccc(Cl)cc2)CC1)C1CCCC1 | -11% | -19% | -23%
More entries follow.
SMILES | GCN5L2 inh | DT40 TDP1 CPT | DT40 TDP1 no CPT
Cc1cnc(CNC(=O)c2csc([C@H]3C[C@H](O)[C@@H](CO)O3)n2)cn1 | x | 7% | -1%
CC(Cc1ccccc1)C(=O)Nc1ccc(Br)cc1 (centres undefined) | 1% | 11% | -2%
O=C1c2ccc(-c3nc4ccccc4o3)cc2C(=O)N1Cc1ccccc1 | x | -19% | u
COC(=O)c1oc2ccc(Br)cc2c1-n1cccc1 | -6% | 4% | -7%
Cc1ccc(OCc2ccc(C(=O)Nc3ccc(S(N)(=O)=O)cc3)o2)cc1 | -2% | -17% | u
C#CCn1c2ccccc2c(=O)n1C(C)C | x | u | -23%
Cc1cc(C(=O)NNC(=O)CCCOc2ccccc2)c(C)o1 | u | 8% | 1%
CCCCN(CC)Cc1ccc(CNS(=O)(=O)c2cc3c(cc2Cl)NC(=O)CO3)o1 | -5% | u | u
O=c1cc(CSc2nnc(-c3cccnc3)n2-c2ccccc2F)nc2sccn12 | -11% | 2% | -8%
O=C(COC(=O)c1ccc(Cl)nc1)NCc1cccs1 | -11% | -1% | 3%
Cc1oc(-c2ccc(Cl)cc2)cc1C(=O)/C(C#N)=C/Nc1ccccc1 | -4% | u | u
O=C(NCCCN1CCOCC1)C(=O)NCC1CCCO1 (centres undefined) | 32%[activator] | 7% | 11%
Cc1ccc(/C=N/NC(=O)CN2CCN(Cc3ccccc3)CC2)o1 | -4% | -13% | -4%
Cc1ccc(OCc2nnc(SCc3cc(=O)[nH]c4ccccc34)n2-c2ccccc2)cc1 | 26% | u | 23µM*

Part of the list above, in CSV form:
canonical_smiles,GCN5L2 inh,DT40 TDP1 CPT,DT40 TDP1 no CPT
Cc1ccc(OCc2ccc(C(=O)Nc3ccc(S(N)(=O)=O)cc3)o2)cc1,-2%,-17%,u
Cc1oc(-c2ccc(Cl)cc2)cc1C(=O)/C(C#N)=C/Nc1ccccc1,-4%,u,u
COC(=O)c1oc2ccc(Br)cc2c1-n1cccc1,-6%,4%,-7%
C#CCn1c2ccccc2c(=O)n1C(C)C,x,u,-23%

Compound activity from PubChem BioAssay.
